mcGAS lum = inhibitors of mouse cGAS; Q8C6L5; recombinant cGAS, Kinase-Glo ATP depletion luminescence; inhibition, % at 12.5 µM; actives 0.15% (n = 160,000);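 note: 0% = negative control wells and 100% = reference inhibitor with no enzyme activity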
hcGAS inh = blocks human cGAS activity; AID 1259398; inhibition, % at 12.5 µM; actives 0.081% (n = 290,000); recombinant h-cGAS, ATP depletion, Kinase-Glo luminescence;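 note: 0% = vehicle reaction and 100% = reaction without DNA for no activity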
Target sequence (Q8N884 whole entry, looked up): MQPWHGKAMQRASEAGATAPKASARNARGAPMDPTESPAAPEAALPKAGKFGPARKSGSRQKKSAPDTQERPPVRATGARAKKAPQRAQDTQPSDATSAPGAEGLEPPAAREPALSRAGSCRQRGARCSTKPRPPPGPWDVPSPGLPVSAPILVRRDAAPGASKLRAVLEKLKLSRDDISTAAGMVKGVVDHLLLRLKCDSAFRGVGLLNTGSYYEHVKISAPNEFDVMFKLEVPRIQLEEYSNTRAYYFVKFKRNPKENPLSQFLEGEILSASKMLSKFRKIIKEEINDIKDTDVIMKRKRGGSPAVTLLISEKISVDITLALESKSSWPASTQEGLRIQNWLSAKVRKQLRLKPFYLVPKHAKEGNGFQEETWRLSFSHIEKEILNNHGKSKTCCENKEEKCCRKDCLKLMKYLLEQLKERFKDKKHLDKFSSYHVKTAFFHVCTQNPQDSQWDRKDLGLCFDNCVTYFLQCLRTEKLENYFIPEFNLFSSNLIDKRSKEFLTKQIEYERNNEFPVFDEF
NPYLR7 agonist = mosquito NPYLR7 agonism; HEK293T NPYLR7/Galpha15, GCaMP6s calcium fluorescence; activation, % at 10 µM; actives 0.15% (n = 270,000); AID 1259423; in the data active = activation above about 40%;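 note: 0% = vehicle and 100% = reference agonist at the receptor; some compounds past the cut are filed as inactive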
* marks the source's active call; other numbers are inactive results; x = not tested or not shown. Cut-off read from the data, not from the text of the source, unless noted: active = inhibition above about 40%; inactive = the rest.

Molecule,mcGAS lum,hcGAS inh,NPYLR7 agonist
CC(C)CC(O)C1CCN(C2CCC3(CCNCC3)CC2)CC1 (configuration not stated),-14.8,-5.6,x
Cc1cccc(Oc2ccc(N3C(=O)C4C5C=CC(C5)C4C3=O)cc2)c1 (configuration not stated),-2.9,1.2,-9.6
Cc1cccn2c(=O)nc(SCC(=O)Nc3ccccc3)nc12,x,-4.2,22.0
CC(=O)c1cccc(N2C(=O)/C(=C/c3ccc(-c4cc(Cl)ccc4Cl)o3)C=C2c2ccccc2)c1,4.0,1.2,-1.2
CC(C)(C)OC(=O)N[C@@H](Cc1ccccc1)C(=O)NCc1ccc2c3c(cccc13)C(=O)N2,-5.6,-3.8,-4.8
COC(=O)C1=C(C)N(Cc2ccco2)C(=O)/C1=C\c1cc(C)n(-c2cc(C)ccc2OC)c1C,x,-4.5,-9.4
COc1cccc(-c2cc(C(=O)NCCCN3CCOCC3)n(-c3cccc(Cl)c3)n2)c1,-3.0,-5.1,20.9
c1ccc(-c2nc3c(NCCc4ccccn4)nccc3[nH]2)cc1,-8.9,-4.6,-2.9
CCN(CC)CCCCSc1ccc(O)cc1,-5.7,-2.6,-1.7
CN=c1scc(-c2ccccc2Br)n1N=Cc1ccco1,-2.9,-13.6,-1.8
O=C(Cc1ccccc1)N1N=C(C(F)(F)F)CC1(O)c1ccc(Cl)cc1 (configuration not stated),-5.9,-14.5,-1.8
CC(C(=O)Nc1cccc(S(=O)(=O)N(C)C)c1)N1CCCC1 (configuration not stated),-6.6,-2.0,4.4

Exported with two lines to a compound: 4 of the compounds above
The line under a structure holds: mcGAS lum | hcGAS inh | NPYLR7 agonist
CC(C)(C)OC(=O)N[C@@H](Cc1ccccc1)C(=O)NCc1ccc2c3c(cccc13)C(=O)N2
→ -5.6 | -3.8 | -4.8
COC(=O)C1=C(C)N(Cc2ccco2)C(=O)/C1=C\c1cc(C)n(-c2cc(C)ccc2OC)c1C
→ x | -4.5 | -9.4
COc1cccc(-c2cc(C(=O)NCCCN3CCOCC3)n(-c3cccc(Cl)c3)n2)c1
→ -3.0 | -5.1 | 20.9
c1ccc(-c2nc3c(NCCc4ccccn4)nccc3[nH]2)cc1
→ -8.9 | -4.6 | -2.9

Carrying on.
Molecule,mcGAS lum,hcGAS inh,NPYLR7 agonist
O=C(c1cccc2c1OCC2)N1CCc2onc(-c3ccccc3F)c2C1,x,-4.0,0.9
CCS(=O)(=O)c1ncc(CN(C)Cc2nccs2)n1CCOC,x,-5.8,12.1
CN1C(=O)C2(CCCN(C(=O)CCn3ccccc3=O)C2)c2ccccc21 (configuration not stated),-16.1,-3.8,2.4
CCOc1ccc2ncc(C#N)c(Nc3cc(OC)cc(OC)c3)c2c1,-1.4,-1.1,-2.0
COCCN(CC(=O)Nc1cc(-c2ccccc2)nn1-c1ccc(F)cc1)C(=O)Nc1ccc(Cl)cc1Cl,-3.7,-2.2,1.3
O=C(CSc1nc(=O)n(CCN2CCOCC2)c2c1CCC2)N1CCCc2ccccc21,-5.1,-1.4,-1.5
CC(C)N(Cc1ccc(C#N)cc1)C(=O)c1ccc(N2CCCC2)nn1,-10.2,-7.0,-8.8
c1ccc(-c2cnc(CSc3nnc(C4CC4)n3C3CC3)o2)cc1,x,-9.5,5.8
CNC(=O)CNC(=O)C(=O)Nc1ccc(N2CCc3ccccc32)cc1,x,-7.0,4.7
CCN(CCN1C(=O)CSC1c1cccc(C(F)(F)F)c1)C(=O)c1cccc(F)c1 (configuration not stated),-3.0,0.2,1.5
C=CCNCc1nc2scc(-c3cccc(OC)c3)c2c(=O)[nH]1,-2.1,-2.6,22.9
Cc1nn(-c2ccc(F)cc2)c(C)c1C(=O)N1CCOC2(CNCCOC2)C1 (configuration not stated),x,-5.3,8.6

Exported with two lines to a compound: entries from further up.
Under each structure – mcGAS lum	hcGAS inh	NPYLR7 agonist
O=C(c1cccc2c1OCC2)N1CCc2onc(-c3ccccc3F)c2C1
→ x	-4.0	0.9
CNC(=O)CNC(=O)C(=O)Nc1ccc(N2CCc3ccccc32)cc1
→ x	-7.0	4.7
CCOc1ccc2ncc(C#N)c(Nc3cc(OC)cc(OC)c3)c2c1
→ -1.4	-1.1	-2.0

Limited to hcGAS inh, for two of the compounds above:
SMILES,hcGAS inh
CCOc1ccc2ncc(C#N)c(Nc3cc(OC)cc(OC)c3)c2c1,-1.1
CC(C(=O)Nc1cccc(S(=O)(=O)N(C)C)c1)N1CCCC1 (configuration not stated),-2.0

Continued.
Molecule,mcGAS lum,hcGAS inh,NPYLR7 agonist
Cc1ccc(-n2nc(C(C)(C)C)cc2NC(=O)CN(Cc2ccccc2)C(=O)c2ccc(Br)cc2)cc1,-3.7,-5.0,10.6
CCCCCCn1c(N2CCN(c3ccccc3)CC2)nc2c1c(=O)n(C)c(=O)n2C,x,-4.4,3.8
CCOC(=O)CNC(=O)N(CC(=O)N(Cc1ccccc1)Cc1cccn1Cc1ccc(F)cc1)CC(C)C,-5.4,-3.9,1.5
O=S(=O)(NCc1ccccc1)N1CCCN(c2ccncc2)CC1,x,-1.4,-6.0
Cc1cccnc1NC(=O)c1csc(-c2cc3ccccc3[nH]2)n1,x,0.1,1.9
CCc1ccc[n+](C2=C(c3c(C)[nH]n(-c4ccccc4)c3=O)C(=O)N(c3ccccc3)C2=O)c1,2.6,10.5,-7.9
NS(=O)(=O)c1ccc(Sc2ccc(F)c(Cl)c2)nc1,-6.3,-7.4,14.6
CN1CCC(CN(C)C(=O)C2(C#N)CCCCC2)C1 (configuration not stated),x,-3.3,-0.6
NC(=O)c1ccc(NC(=O)C2CCN(c3ccc(-c4cccnc4)nn3)CC2)cc1,-7.2,-6.4,-9.7
CCOC(=O)C1C(=O)CC(O)(c2cccc(Br)c2)CC1C=C(Cl)Cl (configuration not stated),-3.7,-5.6,-4.8
Cc1ccc(C(O)=C2C(=O)C(=O)N(CCCN3CCOCC3)C2c2ccco2)cc1 (configuration not stated),x,-7.4,-2.6
O=C(CO)NCC1CCN(Cc2ccccc2F)C1 (configuration not stated),x,-6.6,3.2

Four of the compounds above, with each value named:
NS(=O)(=O)c1ccc(Sc2ccc(F)c(Cl)c2)nc1
  mcGAS lum = -6.3; hcGAS inh = -7.4; NPYLR7 agonist = 14.6
CN1CCC(CN(C)C(=O)C2(C#N)CCCCC2)C1 (configuration not stated)
  mcGAS lum = x; hcGAS inh = -3.3; NPYLR7 agonist = -0.6
NC(=O)c1ccc(NC(=O)C2CCN(c3ccc(-c4cccnc4)nn3)CC2)cc1
  mcGAS lum = -7.2; hcGAS inh = -6.4; NPYLR7 agonist = -9.7
CCOC(=O)C1C(=O)CC(O)(c2cccc(Br)c2)CC1C=C(Cl)Cl (configuration not stated)
  mcGAS lum = -3.7; hcGAS inh = -5.6; NPYLR7 agonist = -4.8

The results go on:
Molecule,mcGAS lum,hcGAS inh,NPYLR7 agonist
Oc1cc2c(cc1CN1CCc3sccc3C1c1cccs1)OCO2 (configuration not stated),x,-0.9,3.0
Cc1cc(N2CCCCC2C(=O)N2CCOCC2)nc(-c2ccccn2)n1 (configuration not stated),-20.0,-10.3,3.1
O=C1CCCN1CC(=O)N1CCOC(Cc2cccc3ccccc23)C1 (configuration not stated),x,-10.4,16.7
Cc1oc(C)c(-c2ccc(Cl)cc2)c1C(=O)Nc1cccc(Cl)c1,-2.0,-7.4,-6.4
O=C(Cn1c2ccccc2c(=O)c2ccccc21)Nc1ccccn1,x,-1.9,1.3
Cc1ccc(C(=O)NCCn2cc(SCC(=O)Nc3ccccc3)c3ccccc32)cc1,x,-5.2,-2.5
COCCNCc1ccc(OC)c(OS(C)(=O)=O)c1,x,-4.8,14.9
O=C(OCCc1cn[nH]c1C(F)(F)F)C1CCCc2ccccc21 (configuration not stated),x,-6.3,0.1
Clc1ccc2nc(NCc3ccccc3)nc(-c3ccccc3)c2c1,-7.5,-2.8,3.9
COCCN(Cc1ccsc1)Cc1ccc(C(C)(C)O)o1,-4.8,-7.2,25.4
COc1ccc(C(=O)N2CCC([C@H]3[C@@H](OC)CN3C(C)C)CC2)c(OC)n1,-1.7,-4.5,x
COc1ccc(-c2c(N)n[nH]c2C)cc1,-7.0,-5.1,-1.3
CC(=O)c1ccc(NC(=O)c2ccc(Cl)s2)cc1,x,-3.4,8.2
Cc1csc(CC(=O)N2CCN(C(=O)NC3CCOc4ccccc43)CC2)n1 (configuration not stated),x,-4.3,5.1
COc1ccc2c(CC(=O)OCn3nnc4ccccc4c3=O)coc2c1,x,3.6,-2.7
Cc1ccc(C)c(NC(=O)C(C)NC(C)c2ccc3c(c2)CCC(=O)N3)c1 (configuration not stated),x,-17.3,-7.1
O=C1NCC(=O)N2CCN(C(=O)CCN3CCCCCC3=O)CC12 (configuration not stated),x,-2.3,1.4
CN(C)S(=O)(=O)N1CCc2onc(C(c3ccccc3)c3ccccc3)c2C1,-7.8,-7.4,17.7
COC(=O)Cn1c(=O)c2c(nc3n2CCN3c2cc(C)cc(C)c2)n(C)c1=O,-8.6,-7.7,11.4
CO[C@H]1C=CO[C@@]2(C)Oc3c(C)c(O)c4c(O)c(c(C=NN5CCN(C6CCCC6)CC5)c(O)c4c3C2=O)NC(=O)C(C)=CC=C[C@H](C)[C@H](O)[C@@H](C)[C@@H](O)[C@@H](C)[C@H](OC(C)=O)[C@@H]1C,x,-9.6,-3.2
CN(Cc1ccccc1)C(=O)c1nc2ccccn2c1CN1CCN(C2CCCC2)CC1,x,-2.7,1.0
Cc1cccc(NC(=O)C2(NC(=O)c3c(C)nn(C)c3C)CCCC2)c1C,x,2.8,2.9

Screening data: PubChem, Fisher Drug Discovery Resource Center
